# Mot1-301 SUMO = blocks SUMOylation pathway, rescuing yeast Mot1-301 growth | growth rescue, % at 18.8 µM | S. cerevisiae Mot1-301 growth rescue, ATP luminescence, 38.5C; percent above DMSO median, 100 means doubled | 320,000 tested, 1% active;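 active = every valid replicate shows activation above 250% relative to neutral control wells; inactive = the rest, any valid replicate at or below 250%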;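 also: OY570 slx delta 5 strain wells were the positive control but not used for scaling; some compounds called inactive have numbers as strong as hits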
# PKA-R1A act = activates the PKA-R1A holoenzyme complex; 340,000 tested, 0.083% active; activation, % at 11.4 µM; PKA-R1A dissociation, Cy5-IP20 fluorescence polarization; scaled: DMSO 0%, 113 µM cGMP 100%; P00514+P68181;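 active = percent activation above the mean of all tested compounds plus 3 SD, cut at about 19% in these data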;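 also: higher means more PKAc released from R1A so a rise in polarization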
# Pemphigus Ab inh = human desmoglein-3 autoantibody binding inhibition. binding (percent of control), % at 10 µM. DSG3-coupled beads, scFv-anti-DSG3-GFP binding, flow cytometry; stronger effect = lower value. 310,000 tested, 0.48% active;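 active = binding more than 3 SD below its plate's average and above zero; inconclusive = below that plate limit but binding exactly zero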;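 also: hits lower antibody fragment binding to DSG3; some compounds called inactive have numbers as strong as hits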
# Target sequence (P32926 whole entry, looked up, the tested form may be a part): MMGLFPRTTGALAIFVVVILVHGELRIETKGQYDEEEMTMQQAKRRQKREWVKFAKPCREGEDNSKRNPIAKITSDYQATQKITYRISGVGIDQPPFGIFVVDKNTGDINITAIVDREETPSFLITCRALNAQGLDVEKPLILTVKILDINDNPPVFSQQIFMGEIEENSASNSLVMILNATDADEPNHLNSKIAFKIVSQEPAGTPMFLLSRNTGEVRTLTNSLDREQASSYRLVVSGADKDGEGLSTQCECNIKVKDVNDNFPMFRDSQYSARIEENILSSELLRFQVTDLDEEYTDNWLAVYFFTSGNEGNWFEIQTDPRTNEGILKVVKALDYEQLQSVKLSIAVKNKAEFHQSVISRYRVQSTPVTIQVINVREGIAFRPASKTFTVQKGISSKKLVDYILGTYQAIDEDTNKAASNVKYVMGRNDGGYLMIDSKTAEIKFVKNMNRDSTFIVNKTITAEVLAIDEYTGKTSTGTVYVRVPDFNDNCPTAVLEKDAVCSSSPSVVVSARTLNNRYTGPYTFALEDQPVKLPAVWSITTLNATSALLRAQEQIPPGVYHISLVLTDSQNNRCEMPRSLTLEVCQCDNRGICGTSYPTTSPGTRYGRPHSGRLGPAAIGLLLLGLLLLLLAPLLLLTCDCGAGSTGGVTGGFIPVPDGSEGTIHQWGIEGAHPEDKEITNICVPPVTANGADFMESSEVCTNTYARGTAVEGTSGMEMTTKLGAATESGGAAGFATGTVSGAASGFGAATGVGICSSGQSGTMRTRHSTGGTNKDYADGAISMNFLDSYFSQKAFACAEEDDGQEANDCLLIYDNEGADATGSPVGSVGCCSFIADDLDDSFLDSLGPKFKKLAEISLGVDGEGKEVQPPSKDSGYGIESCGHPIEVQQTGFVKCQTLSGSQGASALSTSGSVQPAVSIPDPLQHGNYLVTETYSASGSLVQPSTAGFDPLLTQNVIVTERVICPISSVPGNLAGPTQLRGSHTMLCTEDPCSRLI
# Arrestin-AP2 inh = inhibitors of human beta-arrestin and AP2 interaction; FITC-arrestin peptide / GST-AP2 beads, flow cytometry; AP2 beta2 appendage carries R879A mutation; inhibition, % at 10 µM; 340,000 tested, 0.31% active; AID 504490;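 active = inhibition above a set limit, near 3 SD of compounds lacking own fluorescence, cut at about 54% in these data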;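 also: plate controls were DMSO wells for no effect and 5 µM unlabelled arrestin peptide for full effect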
#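 Test system: GST-tagged AP2 beta2-adaptin appendage (R879A) on 4 µm glutathione beads; also added: fluorescein-tagged arrestin peptide at 50 nM final; timing: 12 min plus 1 h, RT; signal: flow cytometry, FL1 (488/535 nm); read-out: percent drop in bead-associated FITC signal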
# MITF TRPM1 HTS = MITF TRPM1 promoter activation in melanoma cells. SK-MEL-5 TRPM1-promoter luciferase, 24 h; % of positive control, neutral wells = 0. activation, % at 12.5 µM. 300,000 tested, 0.75% active;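 active = mean activation of at least 80% with every replicate also reaching 80%; inconclusive = mean reaches 80% but some replicate falls short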;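 also: 0% = neutral control wells and 100% = parthenolide positive control wells; values of inactives mirror those of a sister screen read the other way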
# PKA-R2B act = activators of human PKA-R2B complex. 340,000 tested, 0.079% active. activation, % at 11.4 µM. PKA-R2B holoenzyme dissociation, Cy5-IP20 fluorescence polarization; R2B truncated from residue 108, S112A mutant; 0% DMSO only, 100% 113 µM cGMP. AID 504700;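 active = activation above a cutoff set at the mean over all compounds plus 3 SD, cut at about 18% in these data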;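 also: higher means more holoenzyme dissociation and a rise in polarization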
# NSD2 inh = blocks human histone methyltransferase NSD2; O96028; AID 743445; 310,000 tested, 0.54% active; inhibition, % at 12.5 µM; NSD2 peptide methylation, AlphaScreen, 120 min; in the data active = inhibition above about 50%
# SR-BI DiI-HDL act = SR-BI HDL lipid transfer activation | AID 504775 | 320,000 tested, 0.096% active | CHO ldlA[mSR-BI] cells, DiI-HDL uptake fluorescence, 3 h; 100 = double the neutral-control signal | activation, % at 12.5 µM;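 active = mean replicate activation of at least 60% and every replicate at or above 60%; inconclusive = mean or all-replicate condition met, but not both; inactive = mean below 60% and not all replicates reaching 60%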;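 also: 0% = median plate neutral-control signal and 100% = twice that signal; values of inactives mirror those of a sister screen read the other way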
#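 Test system: SR-BI-overexpressing, LDLR-lacking CHO cells; Also added: labelled HDL, 10 µg/mL; Measured by: bottom-read cell fluorescence after medium removal, ex 550/em 595 nm; Timing: 3 h uptake period with compound, 37 °C; Buffer or medium: F12, 0.5% BSA, 25 mM HEPES; Doses: single compound concentration, delivered by pin transfer.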
# CDK5 inh = blocks human CDK5/p35 kinase activity; inhibition, % at 10 µM; 330,000 tested, 0.01% active; Q00535+Q15078; Recombinant CDK5/p35, ADP-Glo luminescence, 60 min;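 active = highest replicate inhibition of at least 50% and at least 75% of replicates reaching 50%; inconclusive = only one of the two criteria met; inactive = both criteria failed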;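 also: plate controls were DMSO neutral control for no effect and GW8510 at 10 µM for full effect; many of its hits are not listed in these tables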
# SR-BI HDL uptake = blocks mouse SR-BI lipid uptake from DiI-HDL; Q61009; ldlA[mSR-BI] CHO cells, DiI-HDL uptake fluorescence, 3 h; inhibition, % at 12.5 µM; 320,000 tested, 0.96% active; AID 488896;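 active = mean replicate inhibition of at least 70% and a set share of replicates each scoring 70 or more; inconclusive = meets just one of the two criteria; inactive = fails both criteria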;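 also: 0% = median of neutral control wells and 100% = median of positive control wells; values of inactives mirror those of a sister screen read the other way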
# dFosB act = mouse delta FosB homodimer activation. P13346. 340,000 tested, 0.99% active. purified delta FosB, TAMRA-CDK5 oligo fluorescence polarization; percent of positive-control signal above neutral wells. activation, % at 25 µM;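 active = mean activation above about 17%, with every replicate also reaching it, limit read from the data, passing the limit was not always enough; inconclusive = only one of the two conditions met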;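 also: fluorescence polarization rise as delta FosB binds a TAMRA Cdk5 AP-1 oligo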
# * hit, by the source's call; u = inconclusive; x = no result given.
# Every second line gives: Arrestin-AP2 inh	CDK5 inh	MITF TRPM1 HTS	SR-BI DiI-HDL act	Pemphigus Ab inh	NSD2 inh	Mot1-301 SUMO	PKA-R2B act	PKA-R1A act	dFosB act	SR-BI HDL uptake
- CC/C(C)=N/Nc1nc2sc3c(c2c(=O)[nH]1)CC(C)(C)OC3
→ -10	-0.9	-1	-3	101	5	-11	-3	1	-5	3
- Fc1ccccc1-c1n[nH]c(=S)n1CC1CCCO1 (configuration not stated)
→ -22	-1.1	-7	10	104	0	-9	-8	2	-1	-10
- CC1CN(S(=O)(=O)c2ccc(C(=O)NN3CCN(C)CC3)cc2)CC(C)O1 (configuration not stated)
→ 13	-1.1	0	5	93	-3	0	1	-8	-5	-5
- CC(NC(=O)Nc1ccc(F)cc1F)c1ccncc1 (configuration not stated)
→ 11	0.4	x	18	101	-1	-1	-10	5	-10	-18
- C=CCN(C(=O)c1csnn1)C(C(=O)NC1CCCC1)c1c(F)cccc1Cl (configuration not stated)
→ 7	0.4	-3	3	113	9	-6	-3	-7	-4	-3
- COCCNC(=S)Nc1cc(S(=O)(=O)N2CCOCC2)ccc1N1CCCCC1
→ -17	0.4	-8	33	105	-1	3	13	-7	-2	-33
- CC(C)C(=O)N(Cc1ccc(F)cc1)Cc1nc2ccccc2c(=O)[nH]1
→ -28	0.0	-4	-1	86	3	-6	3	-14	-4	1
- Cc1ccnc(NC(=O)Cc2c(F)cccc2Cl)c1
→ 7	9.1	x	2	113	3	5	7	-4	-15	-2
- Cc1cc(C)n(C(C)CC(=O)Nc2ccc(-c3ccno3)cc2)n1 (configuration not stated)
→ 0	0.2	-4	-39	101	-8	2	-6	7	-7	39
- CN(C)c1ccc(NC(=O)COC(=O)CNC(=O)c2cccs2)cc1
→ -5	-0.9	-2	7	94	2	-2	-5	-7	-3	-7
- COC(=O)c1ccccc1NC(=S)NC(=O)c1ccc2c(c1)OCO2
→ -7	0.3	-1	-1	115	5	21	-4	-12	1	1
- CSc1cccc(CN2CCN(CCC(C)C)C(CCO)C2)c1 (configuration not stated)
→ 6	-1.2	18	x	94	9	-8	2	-6	-9	x
- Cc1cc(OC(C)C)nc(NCc2ccccc2)n1
→ -1	-0.5	-4	-22	110	2	-15	5	11	-6	22
- Cc1cccc(NC(=O)CS(=O)(=O)c2cn(C)c3ccccc23)c1
→ 5	5.7	x	-17	101	x	3	-7	1	0	17
- CCOc1ccc(Oc2ccccc2NC(=O)CCNC(C)=O)cc1
→ -17	0.6	-4	-2	118	-4	20	1	-18	0	2
- CS(=O)(=O)N(CC(=O)N1CCN(Cc2ccccc2)CC1)C1CCCCC1
→ -5	0.2	x	5	118	6	-21	7	7	-5	-5
- CN(C)C(=O)c1ccc2c3c(cccc13)CC2
→ -4	-0.4	-4	-12	103	0	21	2	6	8	12
- CC1=NOC(=O)/C1=C/c1ccc(O)cc1
→ -2	-1.7	16	-3	102	-3	4	-1	-6	-12	3
- O=C(COC(=O)c1cc[n+]([O-])cc1)Nc1cccc(F)c1
→ -7	-13	4	3	105	-1	-24	-8	1	-2	-3
- Cc1cc(CNCc2cn(C)nc2-c2ccc(Oc3ccccc3)cc2)on1
→ 4	-0.2	5	-2	85	4	0	3	4	-7	2
- CC(C)[C@H](NC(=O)OCc1ccccc1)C(=O)OCC(=O)NC1CCCCC1
→ 0	0.8	7	x	110	-1	-13	-2	-1	-1	x
- COc1cc(/C=N/n2c(-c3n[nH]c4c3CCC4)n[nH]c2=S)ccc1O
→ -2	4.4	2	-15	99	x	-7	1	0	3	15
- CC(C)CCNC(=O)c1onc(CSc2ccc(F)cc2)c1C(=O)NCCC(C)C
→ 0	-1.5	2	-19	113	x	-15	4	-2	2	19
- O=C(CC(=O)c1ccccc1)Nc1cc([N+](=O)[O-])ccc1Cl
→ 2	1.2	x	x	113	5	-21	-3	7	-3	x
- Cc1ccc(-c2cc(C(=O)OCC(=O)N(C)C3CCS(=O)(=O)C3)c3ccccc3n2)o1 (configuration not stated)
→ 38	0.2	16	2	100	1	-19	-5	-1	-1	-2
- COc1ccc2c(c1)[C@H]1[C@H](CO2)[C@H](c2ccccc2)[C@]2(C)C(=O)Nc3ccc(Cl)cc3C(=O)N12
→ 5	0.0	8	-3	115	x	x	-8	-4	3	3
- CCCc1sc(N/N=C/c2ccccn2)nc1-c1ccc(Br)cc1
→ -6	-1.7	-58	-72	87	4	-20	-8	-12	-13	72*
- COc1ccc(NC(=O)c2cccc3c2C(=O)c2ccc(-c4ccc(F)cc4OCc4ccccc4)cc2S3(=O)=O)cc1
→ 27	-1.6	-2	-62	98	x	-3	4	-11	0	62
- COc1ccc(C(=O)NCC(=O)N2CCN(C(=O)c3ccco3)CC2)cc1OC
→ 9	-2.0	12	13	83	-3	x	-5	1	-1	-13
- CN1C(=O)N(CC(=O)N2CCN(S(=O)(=O)Cc3ccccc3)CC2)C(=O)C12CCCCC2
→ -13	1.0	-4	14	99	-1	x	1	5	-1	-14
- Nc1cc(-c2cccc([N+](=O)[O-])c2)[nH]n1
→ 2	-0.2	-1	5	100	-2	1	-7	-6	3	-5
- CN1/C(=C\C(=O)Nc2cccc(Cl)c2)C(C)(C)c2ccccc21
→ -1	-0.7	3	8	98	-2	-2	-21	-10	u	-8
- O=C(C1CC1)N1N=C(c2ccc(Cl)cc2)CC1(O)C(F)(F)F (configuration not stated)
→ 8	0.2	-7	-9	107	-1	-11	-8	-6	-3	9
- COc1ccc(/C(C)=N/NC(=O)c2cc(C)[nH]n2)c(OC)c1
→ 21	-0.9	19	6	112	-2	-9	-12	5	3	-6
- CC(=O)Nc1ccc(S(=O)(=O)Nc2nc(C)nc3sc(C)c(C)c23)cc1
→ -1	1.1	-1	14	104	-2	23	-3	-13	1	-14
- NC(=O)c1ccsc1NC(=O)CSc1nncs1
→ 3	-0.6	3	9	x	2	x	-11	-6	4	-9
- CN(CC(=O)Nc1ccc(Cl)c(C(F)(F)F)c1)C(=O)c1ccc(OCC2CCCO2)cc1 (configuration not stated)
→ -7	1.2	-21	-30	103	-3	35	-15	-5	2	30
- COc1ccccc1CNC(=O)CSc1ccc(-c2ccncc2)nn1
→ 3	-0.1	0	x	99	-2	294	2	-1	-2	x
- Cc1ccccc1NC(=S)NCc1cccs1
→ 15	-0.5	1	-13	105	-1	-1	-3	-11	0	13
- CCOc1ccc(NC(=O)CN(C)CC(=O)Nc2ccccc2SC)cc1OCC
→ -4	-7.0	-4	-39	89	0	29	-2	0	-11	39
- O=C(CNC(=S)NC(=O)c1ccccc1Br)c1ccccc1
→ 102*	0.0	-9	9	6.1*	-2	3	3	-11	-4	-9
- CC(C)C(NS(=O)(=O)c1ccccc1)C(=O)N1CCN(C(=O)c2ccco2)CC1 (configuration not stated)
→ 2	-0.8	10	9	107	33	4	2	-2	9	-9
- O=C(Cc1nn[nH]n1)NCCC1=CCCCC1
→ -1	0.0	7	9	x	1	698	-7	4	0	-9
- CCCc1nc2c(nnn2Cc2ccccc2Cl)c(=O)[nH]1
→ -9	0.3	6	7	101	-1	1	-2	-1	1	-7
- CC(c1ccco1)N(C(=O)COc1ccc(Cl)cc1)c1ccccn1 (configuration not stated)
→ 10	-0.3	34	51	106	0	771	0	4	1	-51
- CN(C)C1=NC[C@H](Cc2ccccc2)N1CC1CCCC1
→ 30	-0.1	3	8	104	x	-16	-17	-12	5	-8
- CCSc1nnc([C@@H](NC(=O)OC(C)(C)C)C(C)C)o1
→ 12	-3.7	x	-10	105	0	-4	-2	8	-4	10
- O=C(NC1CC2CCC(C1)N2Cc1ccco1)c1ccccc1 (configuration not stated)
→ 15	-0.9	x	-32	97	1	-1	5	-2	-2	32
- CC(=O)CSc1ccc(C(=O)O)cn1
→ -2	-1.2	-1	-1	98	-3	-10	-2	3	-2	1
- CCOC(=O)N1CCN(c2ncnc3nc[nH]c23)CC1
→ 3	-1.2	x	0	107	x	6	10	3	0	-2
- COc1ccc(C(=O)/C=C/c2cn(CN3CCN(C)CC3)c3ccccc23)cc1
→ 7	-0.4	95*	-50	103	x	4	-6	-7	-12	50
- CCn1cc(C(=O)NCCC(=O)NCCO)c(=O)c2cc3c(cc21)OCO3
→ 7	1.3	2	16	91	-8	19	6	2	-7	-16
- COCCNC(=O)C(c1ccc(Cl)cc1)N(CCOC)C(=O)CCC(=O)Nc1nccs1 (configuration not stated)
→ 28	-5.5	x	3	97	1	-10	-14	2	-5	-3
- CCO[C@@H]1OC(C(=O)NCc2ccccc2)=C[C@H](c2ccc3c(c2)OCO3)[C@H]1CCCO
→ -5	1.3	-8	8	101	x	5	-1	-5	-6	-8
- CCc1nnc(NC(=O)CSc2nc3c([nH]c4ccccc43)c(=O)n2CCOC)s1
→ -3	-3.1	-25	10	101	0	4	3	1	-6	-10
- COc1cc(C(=O)NNC(=O)Cc2ccc(S(=O)(=O)N3CCOCC3)s2)cc(OC)c1OC
→ -6	-1.8	14	21	99	1	9	9	1	-3	-21
- O=C(CN1CCC(O)(c2ccc3c(c2)OCO3)CC1)NC1CCCCC1
→ 2	0.3	-1	6	x	-2	293	-6	-2	-10	-6
- CC(=O)Nc1cc2c(cc1[N+](=O)[O-])OCCO2
→ 10	-0.6	7	12	98	1	-3	5	-7	0	-12
- O=C(Cn1nnc2ccccc21)C1CC1
→ 10	0.9	-8	-9	108	0	-5	-2	4	-11	9
- COc1cc(NC(=O)c2cccnc2SC)cc(OC)c1OC
→ 14	-3.1	-5	2	104	0	-10	3	-8	-5	-2
- CC(C)C[C@@H](CNCC(=O)[C@H](CC(C)C)NC(=O)c1[nH]cnc1C(=O)N[C@@H](C)CN)NC(=O)c1nc[nH]c1C(=O)N[C@@H](Cc1ccccc1)C(=O)O
→ 1	2.4	-5	-17	103	x	x	-4	-16	-12	17
- COc1ccc(CCNC(=O)CC(C)(C)CC2=NS(=O)(=O)c3ccccc3N2)cc1OC
→ 19	-0.1	-11	19	x	0	-7	-6	-3	0	-19
- CCCCn1c(N2CCCC2)nc2c1c(=O)[nH]c(=O)n2C
→ -5	-0.6	-3	16	104	0	-11	3	-2	0	-16

# Screens deposited in PubChem BioAssay by several laboratories.

# Compounds as they come; 4.7% or so of the library scored in one or more.
